GRK2 inh = human GRK2 inhibition via aptamer displacement; bead flow cytometry, FAM-aptamer displacement from GRK2; inhibition of aptamer binding, % at 10 µM; 0.59% of 330,000 active; AID 488847;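 active = inhibition of aptamer binding above 40%, roughly 3 SD of noise, on plates passing a quality check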;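 also: median bead fluorescence of bound FAM aptamer so fluorescent compounds give negative values; no value below 0 was filed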
PP1 inh = blocks human PP1-alpha phosphatase, a PP5 counter-screen; P62136; purified PP1alpha, OMFP fluorescence; AID 2235; inhibition, % at 6.7 µM; 0.9% of 320,000 active;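 active = inhibition above the mean inhibition of all tested compounds plus 3 SD, computed separately for each screening campaign, cut at about 15% in these data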
Target sequence (P62136 whole entry, looked up): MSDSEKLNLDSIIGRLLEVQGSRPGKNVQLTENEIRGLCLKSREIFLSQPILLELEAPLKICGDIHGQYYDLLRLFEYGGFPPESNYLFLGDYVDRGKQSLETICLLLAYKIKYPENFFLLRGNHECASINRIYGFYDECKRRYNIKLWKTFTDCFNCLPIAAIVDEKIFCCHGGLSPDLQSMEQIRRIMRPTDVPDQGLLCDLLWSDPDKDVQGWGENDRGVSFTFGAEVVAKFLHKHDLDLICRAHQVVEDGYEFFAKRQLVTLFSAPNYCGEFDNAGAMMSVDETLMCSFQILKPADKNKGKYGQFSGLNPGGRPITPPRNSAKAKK
procasp3 activ = activates human procaspase-3; 0.11% of 330,000 active; activation, % at 8.5 µM; recombinant procaspase-3 D3A, Ac-DEVD-pNA absorbance 405 nm; AID 463141;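 active = activation above the mean of all tested compounds plus 3 SD, cut at about 21% in these data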;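 also: 0% = DMSO alone and 100% = DMSO wells spiked with extra 5 µM PC-3 D3A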
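Test system: Procaspase-3 D3A mutant, all three cleavage aspartates alanine | Dosing: Single dose, 8.5 µM nominal compound, 0.8% DMSO | Schedule: 1 h preincubation, 2 h reaction | Technique: 405 nm absorbance of p-nitroaniline, reads at 0 and 120 min | Repeats: One well per compound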
VLA-4 inh = inhibition in a human VLA-4 binding assay | P13612 | VLA-4 expressing cells, ligand binding flow cytometry | 0.2% of 330,000 active | inhibition, % (about 7 µM as worked out from the volumes in the protocol); in the data active = inhibition above about 50%
GASC-1 inh = blocks human GASC-1 demethylase activity; Q9H3R0; GST-JMJD2C(1-420) H3K9me3 demethylation, DELFIA europium; inhibition, % at 2.35 µM; 0.069% of 330,000 active; AID 2099;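 active = more than half of a compound's replicate wells show inhibition beyond 50%, single wells judged on their own value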;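 also: signal counts dimethyl H3K9 product captured on neutravidin plate; 0% = median of DMSO wells and 100% = 0.3 times that DMSO median; strong numbers were not always called active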
Target sequence (Q9H3R0 1-420 limits assumed): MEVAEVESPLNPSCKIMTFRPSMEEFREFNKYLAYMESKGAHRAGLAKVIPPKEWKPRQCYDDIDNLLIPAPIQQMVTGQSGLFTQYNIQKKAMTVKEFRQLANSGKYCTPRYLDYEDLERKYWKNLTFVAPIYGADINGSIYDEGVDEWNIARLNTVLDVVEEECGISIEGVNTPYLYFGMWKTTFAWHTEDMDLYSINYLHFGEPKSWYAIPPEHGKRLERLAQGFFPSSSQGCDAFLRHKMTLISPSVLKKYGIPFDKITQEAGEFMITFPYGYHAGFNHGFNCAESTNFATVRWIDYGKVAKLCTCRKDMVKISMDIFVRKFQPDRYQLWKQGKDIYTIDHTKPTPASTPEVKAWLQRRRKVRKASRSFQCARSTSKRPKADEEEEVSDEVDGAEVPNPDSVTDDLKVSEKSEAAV
PP5 inh = inhibitors of human protein phosphatase 5 (PP5); 0.18% of 320,000 active; inhibition, % at 6.7 µM; P53041; AID 1987; purified PP5c, OMFP substrate fluorescence;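 active = inhibition above the campaign's mean inhibition across all tested compounds plus 3 SD, cut at about 9.5% in these data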;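 also: 0% = DMSO only and 100% = 100 µM cantharidin control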
proCasp7 act = activates human procaspase-7, counter-screen for procaspase-3 activators. recombinant procaspase-7, Ac-DEVD-pNA absorbance 405 nm; D23A/D198A/D206A triple mutant, cannot self-cleave; scale: DMSO 0, 5 µM enzyme 100. P55210. 0.093% of 330,000 active. activation, % at 8.5 µM. AID 463210;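 active = percent activation above the screen-wide mean plus 3 SD, cut at about 25% in these data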
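System: Uncleavable procaspase-7 mutant enzyme; Amount: 2 µM procaspase-7 mutant as dispensed; Schedule: 1 h compound preincubation, 2 h substrate cleavage, 25 °C; Measured by: 405 nm absorbance of p-nitroaniline; Evaluation: percent activation from buffer-corrected 0–120 min absorbance change; Control set: low DMSO alone, high DMSO plus 5 µM PC-7.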
Fh CTSL1 inh = cathepsin L1 inhibition, PFM18AAP counter-screen; inhibition, % at 5.96 µM; AID 1906; 0.49% of 300,000 active; recombinant F. hepatica cathepsin L1, Z-Leu-Arg-MCA fluorescence;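 active = inhibition above the mean of all tested compounds plus 3 SD, set per screening campaign, cut at about 17% in these data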;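 also: 0% = plate median of test compound wells and 100% = 1 µM Z-Phe-Ala-diazomethylketone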
HCV core dimer = blocks dimerization of HCV core protein. inhibition, % at 5 µM. AID 1899. 0.33% of 300,000 active. TR-FRET GST/Flag-core106 dimerization, 1536-well;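 active = inhibition above the mean of all tested compounds plus 3 SD, set per screening campaign, cut at about 45% in these data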
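System – GST-tagged and Flag-tagged HCV core protein residues 1-106 · Repeats – one well for each compound · Technique – TR-FRET 671 and 617 nm emission · Doses – one concentration, 5 µM, in 0.5% DMSO · Times – 4 h, 22.5 °C incubation · Also added – Eu donor and XL665 acceptor anti-tag antibodies · Measure – percent inhibition of core106 dimerization signal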
The depositor's hits bear a star; nt = no result given.

mol	GRK2 inh	PP1 inh	procasp3 activ	VLA-4 inh	GASC-1 inh	PP5 inh	proCasp7 act	Fh CTSL1 inh	HCV core dimer
O=C(Nc1ccc(CN2CCCCC2)cc1)Nc1ccc(Br)cc1Cl	0	1	6	24	-18	-1.8	10	0	-3
c1ccc(Oc2cccc(OCCCCSc3ncccn3)c2)cc1	0	2	12	7	18	-0.1	0	2	-2
COc1ccc(CNc2oc(-c3cccc4ccccc34)nc2P(=O)(OC)OC)cc1	0	2	13	33	0	1.6	21	4	2
CC(C)C(NC(=O)c1ccccc1)C(=O)N/N=C\c1ccco1 (stereo not drawn)	1	-2	9	6	-2	2.2	3	-3	-7
COc1cc(OC)cc(C(=O)N2CCC(N3CCCCCC3)CC2)c1	0	2	3	11	-1	-1.7	17	0	-3
O=C(Nc1ccsc1C(=O)N1CCCC1)c1ccccc1	1	3	3	-2	-5	-1.3	1	-3	3
COc1ccc(OC)c2c(=O)cc(C(=O)O)[nH]c12	4	-2	1	-4	6	-0.6	5	-3	-2
Cn1c(CN2CCN(c3cccc(Cl)c3)CC2)nc2ccccc21	0	3	-2	-15	-2	3.7	-6	-2	-8
Cn1nnnc1Sc1ccc([N+](=O)[O-])cc1Cl	1	-4	-4	16	-12	-4.2	5	0	2
O=C(Nc1ccc(O)c2c(=O)cc(-c3ccccc3Cl)oc12)c1cccs1	0	0	-4	-2	45	-3.2	-3	0	-15
CC(C)(C)c1ccc(C(=O)NCCn2c(N)c(C#N)c3nc4ccccc4nc32)cc1	0	-2	6	5	-8	1.8	1	1	3
CCOC(=O)C1=C(C)NC(C)=C(C(=O)OCC)C1C(=O)OCC(=O)NCCc1ccccc1	0	nt	2	0	15	nt	10	nt	nt

In the list so far, 3 have four or more nitrogen atoms:
mol	GRK2 inh	PP1 inh	procasp3 activ	VLA-4 inh	GASC-1 inh	PP5 inh	proCasp7 act	Fh CTSL1 inh	HCV core dimer
Cn1c(CN2CCN(c3cccc(Cl)c3)CC2)nc2ccccc21	0	3	-2	-15	-2	3.7	-6	-2	-8
Cn1nnnc1Sc1ccc([N+](=O)[O-])cc1Cl	1	-4	-4	16	-12	-4.2	5	0	2
CC(C)(C)c1ccc(C(=O)NCCn2c(N)c(C#N)c3nc4ccccc4nc32)cc1	0	-2	6	5	-8	1.8	1	1	3

(further entries)
mol	GRK2 inh	PP1 inh	procasp3 activ	VLA-4 inh	GASC-1 inh	PP5 inh	proCasp7 act	Fh CTSL1 inh	HCV core dimer
Cc1ccccc1CCN(C(=O)c1csnn1)C(C(=O)NC1CCCC1)c1ccco1 (stereo not drawn)	2	3	0	8	-9	1.6	3	-5	16
CCOC(=O)CNC(=O)CSc1nnc(SCC(=O)NCC(=O)OCC)s1	2	-6	2	2	0	-0.8	5	-2	-2
COc1ccccc1-c1ccc(SCC(=O)N2CCOCC2)nn1	3	0	-4	-6	-20	-1.4	2	7	-5
CC(C)C(NC(=O)c1ccccc1)C(=O)OCC(=O)N1CCCCC1 (stereo not drawn)	4	-5	7	-1	2	-0.5	4	nt	nt
CCn1ncc(C(=O)Nc2cccc(Cl)c2)c1C	5	-2	2	23	-9	-0.8	-2	-1	-5
O=C(CSc1ccccn1)c1ccc(F)cc1	0	1	-21	11	-7	0.1	-18	1	-1
COc1ccccc1/C=C/CN1CCC(n2nccc2NC(=O)CCc2ccccc2)CC1	0	-2	0	8	1	3.1	6	-2	-7
O=C(Nc1cccnc1)C12CC3CC(CC(C3)C1)C2	0	-5	4	19	-1	0.9	10	-4	2
O=S(=O)(c1cccc(F)c1)N1CCN(Cc2ccc3c(c2)OCO3)CC1	2	1	1	26	5	2.9	2	-2	-2
O=C(NNC(=O)C1CCN(c2ncccn2)CC1)c1ccc(Cl)cc1	0	-3	4	3	-10	0.6	6	-1	-1
CCCc1nn2c(=O)cc(COc3ccc(NC(=O)c4ccco4)cc3)nc2s1	2	-2	3	1	4	2.4	-1	1	-7
COc1ccccc1C1NC(=O)CCC1[N+](=O)[O-] (stereo not drawn)	1	0	-3	4	-3	1.1	-7	1	7

Another view of some results above.
COc1ccccc1/C=C/CN1CCC(n2nccc2NC(=O)CCc2ccccc2)CC1
  GRK2 inh: 0
  PP1 inh: -2
  procasp3 activ: 0
  VLA-4 inh: 8
  GASC-1 inh: 1
  PP5 inh: 3.1
  proCasp7 act: 6
  Fh CTSL1 inh: -2
  HCV core dimer: -7

O=C(Nc1cccnc1)C12CC3CC(CC(C3)C1)C2
  GRK2 inh: 0
  PP1 inh: -5
  procasp3 activ: 4
  VLA-4 inh: 19
  GASC-1 inh: -1
  PP5 inh: 0.9
  proCasp7 act: 10
  Fh CTSL1 inh: -4
  HCV core dimer: 2

O=S(=O)(c1cccc(F)c1)N1CCN(Cc2ccc3c(c2)OCO3)CC1
  GRK2 inh: 2
  PP1 inh: 1
  procasp3 activ: 1
  VLA-4 inh: 26
  GASC-1 inh: 5
  PP5 inh: 2.9
  proCasp7 act: 2
  Fh CTSL1 inh: -2
  HCV core dimer: -2

O=C(NNC(=O)C1CCN(c2ncccn2)CC1)c1ccc(Cl)cc1
  GRK2 inh: 0
  PP1 inh: -3
  procasp3 activ: 4
  VLA-4 inh: 3
  GASC-1 inh: -10
  PP5 inh: 0.6
  proCasp7 act: 6
  Fh CTSL1 inh: -1
  HCV core dimer: -1

Continuation:
mol	GRK2 inh	PP1 inh	procasp3 activ	VLA-4 inh	GASC-1 inh	PP5 inh	proCasp7 act	Fh CTSL1 inh	HCV core dimer
O=c1[nH]c2ccccc2c(=O)n1Cc1ccccc1	3	-2	12	-3	1	-2.9	3	-6	1
COc1ccc(N2CC(C(=O)N3CCC4(CC3)CC(=O)c3ccccc3O4)CC2=O)cc1 (stereo not drawn)	1	1	8	5	19	-1.9	2	-1	3
CO/N=C/C(=N\Nc1ccccc1)C(=O)c1ccccc1	2	-1	4	4	-3	-0.8	-8	0	6
O=C(Nc1ccccc1)N1CCCC1	1	0	7	13	-12	2.7	8	0	0
COc1ccc(S(=O)(=O)NCc2ccccn2)c(C)c1C	0	0	2	-27	1	-0.1	1	7	0
CC(=O)N1CCc2cc(S(=O)(=O)CCC(=O)Nc3c(C)n(C)n(-c4ccccc4)c3=O)ccc21	2	-5	-4	2	2	1.4	8	0	-7
O=C(NNC(=O)c1ccncc1)Nc1ccccc1	1	-2	-6	-1	9	0.0	8	-2	-7
COC(=O)c1sc(NC(=O)c2ccco2)c(C#N)c1C	3	-5	-8	-2	13	2.0	-15	0	-2
CC(=O)Nc1ccc(/C=C2\CCc3ccccc3C2=O)cc1	1	0	-4	1	-9	-3.3	6	3	18
CCCCC(=O)Nc1ccc(NC(=O)c2ccccc2[N+](=O)[O-])cc1OC	0	-3	9	6	0	1.2	5	-2	3
Cc1ccc(C)c(Cn2nnc3c(=O)[nH]c(C4CCCN(C(=O)CC(C)C)C4)nc32)c1 (stereo not drawn)	4	-3	-4	-2	-7	2.4	3	-4	3
O=C(/C=C/c1ccccc1)NCCC1=CCCCC1	0	-2	8	11	0	2.4	-3	-5	6
O=C1CCCCN1CC(=O)N1CCCC(N2CCN(c3ccccc3F)CC2)C1 (stereo not drawn)	1	-4	2	-2	6	0.1	-5	-2	0
Cc1ccc(S(=O)(=O)NCCN2CCOCC2)s1	0	0	5	-2	4	1.9	5	-1	-8
COc1ccc(OCc2cc(C(=O)NC(C)c3cnn(C)c3)no2)c(Cl)c1 (stereo not drawn)	5	-4	6	6	-2	-1.4	9	-1	2
Cc1nc(SCC(=O)Nc2nc3ccccc3s2)c(C#N)c(C)c1C	0	-1	29*	7	0	1.4	-3	5	16
COc1ccccc1-c1nn(-c2ccccc2)cc1C(=O)NC1CC1	5	-3	0	-15	nt	-0.2	10	nt	nt
O=C(CCc1nnc(-c2ccc3c(c2)OCO3)o1)NC(c1cccnc1)C(F)(F)F (stereo not drawn)	3	0	2	-9	1	0.2	6	0	-3
Cc1cccc(OCC(=O)N/N=C/c2ccc3c(c2)OCO3)c1	1	1	-5	2	0	1.7	9	3	0
COc1ccc(Br)cc1/C=C/c1ccc2cccc(O)c2n1	0	15	6	4	-7	-0.1	-5	1	5
COCCn1c(-c2ccc(NC(C)=O)cc2)nc2c1c(=O)[nH]c(=O)n2CC(C)C	1	-2	1	6	5	-1.1	-2	3	0
CCOC(=O)C[C@H]1c2ccc(C(F)(F)F)cc2S(=O)(=O)N1c1ccccc1	0	0	-5	24	-10	2.9	1	-2	10
Cc1cc(C)cc(OCC(=O)OCC(=O)Nc2cc(S(=O)(=O)N3CCOCC3)ccc2C)c1	7	0	0	6	2	3.5	7	nt	nt
CCNC(=O)COc1ccc(/C=C2\COc3ccccc3C2=O)cc1OC	4	-1	-7	0	-10	0.8	5	0	-6
